CHO-K1 Ca antag: M1 antagonist counterscreen hit in parental CHO-K1 cells. inhibition, % at 3 µM. AID 602250. ATP-induced calcium, Fluo-8 fluorescence. actives 0.6% (n = 360,000);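 active means inhibition above a per-plate cutoff, the plate's mean sample inhibition plus 3 SD, cut at about 24% in these data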;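 further: 0% = DMSO plus EC80 ATP and 100% = DMSO alone without ATP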
M1 ag: activates human CHRM1 receptor. P11229. CHO-K1 hM1, Fluo-8 calcium fluorescence, agonist mode; 0% DMSO, 100% acetylcholine EC100. activation, % at 3 µM. actives 0.33% (n = 360,000);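 active means activation above the run's mean compound activation plus 3 SD, cut at about 16% in these data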;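 further: peak over basal fluorescence ratio within a 140 s kinetic read after compound addition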
Target sequence (P11229 whole entry, looked up): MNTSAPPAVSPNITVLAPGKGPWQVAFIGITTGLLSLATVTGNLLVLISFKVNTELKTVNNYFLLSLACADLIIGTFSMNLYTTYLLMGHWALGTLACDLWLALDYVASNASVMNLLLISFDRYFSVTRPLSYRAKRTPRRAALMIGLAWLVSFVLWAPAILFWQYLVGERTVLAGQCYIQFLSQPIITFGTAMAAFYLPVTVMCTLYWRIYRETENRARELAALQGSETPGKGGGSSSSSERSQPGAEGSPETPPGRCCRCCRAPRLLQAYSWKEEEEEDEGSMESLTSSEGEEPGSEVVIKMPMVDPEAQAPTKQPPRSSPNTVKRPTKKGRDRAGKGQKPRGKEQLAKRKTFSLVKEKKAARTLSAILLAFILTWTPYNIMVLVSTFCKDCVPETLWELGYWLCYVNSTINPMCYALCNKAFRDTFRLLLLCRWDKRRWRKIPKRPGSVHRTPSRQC
M1 antag: blocks human M1 muscarinic receptor | P11229 | CHO-K1 hM1, Fluo-8 calcium fluorescence, ACh EC80 antagonist | inhibition, % at 3 µM | actives 1.3% (n = 360,000);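 active means percent inhibition above its own plate's cutoff, namely the mean of that plate's compound wells plus 3 SD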;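 further: peak over basal fluorescence ratio during 140 s after agonist addition; 0% = ACh EC80 plus DMSO and 100% = DMSO alone without agonist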
M4 ag: agonists of human muscarinic M4 receptor (CHRM4) | actives 0.14% (n = 360,000) | P08173 | CHO-K1 hM4/Gqi5, Fluo-8 calcium fluorescence; vehicle 0%, full acetylcholine response 100% | activation, % at 3 µM | AID 624127;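 active means activation above the run mean over all test wells plus 3 SD, cut at about 32% in these data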;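 further: peak over basal fluorescence ratio per well then scaled between controls; 0% = DMSO wells and 100% = acetylcholine at EC100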
Target sequence (P08173 whole entry, looked up): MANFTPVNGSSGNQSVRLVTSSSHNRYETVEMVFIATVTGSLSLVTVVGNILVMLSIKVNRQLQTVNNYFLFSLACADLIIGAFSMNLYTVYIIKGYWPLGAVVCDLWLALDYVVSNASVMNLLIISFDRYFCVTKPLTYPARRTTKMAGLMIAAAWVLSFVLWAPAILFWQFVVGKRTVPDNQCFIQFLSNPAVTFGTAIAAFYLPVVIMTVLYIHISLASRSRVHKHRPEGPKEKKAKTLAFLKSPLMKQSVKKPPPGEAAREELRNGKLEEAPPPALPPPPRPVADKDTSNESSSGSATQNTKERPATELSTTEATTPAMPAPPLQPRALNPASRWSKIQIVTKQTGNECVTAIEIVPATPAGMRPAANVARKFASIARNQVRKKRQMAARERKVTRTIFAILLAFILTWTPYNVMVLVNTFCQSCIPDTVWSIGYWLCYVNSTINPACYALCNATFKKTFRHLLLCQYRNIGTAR
M1 ag parental: nonselective activator or artifact in parental CHO-K1 cells. activation, % at 3 µM. actives 0.48% (n = 360,000). AID 602248. Fluo-8 calcium fluorescence; scaled to maximal ATP response, vehicle zero; in the data active means activation above about 15%;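 further: untransfected CHO-K1 host cells lacking M1 receptor as counterscreen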
OXTR potentiate: human OXTR potentiation; P30559; CHO-OTR cells, Fluo-8 calcium fluorescence, potentiator mode; 0% = oxytocin EC15, 100% = EC100; activation, % at 3 µM; actives 0.061% (n = 320,000); AID 2445;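 active means activation above that plate's cutoff, the mean activation of tested compounds plus 3 SD, cut at about 6.6% in these data, passing the limit was not always enough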;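 further: 100% uses oxytocin at 75 nM as the full agonist control; some results filed as inactive read as strong as hits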
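assay system = CHO-OTR cells, human receptor | schedule = compound 6 min at room temperature before oxytocin, 100 s read | detection = Fluo-8 intracellular calcium fluorescence, ex 470-495, em 515-575 nm | evaluation = normalized max/min fluorescence ratio, % activation | control set = EC15 oxytocin alone as 0%, 75 nM oxytocin (EC100) as 100%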
CHRM4 antagonist: blocks acetylcholine activation of human M4 receptor; P08173; CHO-hM4 cells, ACh EC80, Fluo-8 calcium fluorescence; inhibition, % at 3 µM; actives 0.73% (n = 360,000);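 active means inhibition above its plate's cutoff, the mean inhibition of sample wells plus 3 SD, cut at about 27% in these data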;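 further: 0% = acetylcholine EC80 with DMSO and 100% = DMSO without agonist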
CHRM1 PAM: positive allosteric modulators of human M1 muscarinic receptor; P11229; CHO-K1 hM1, Fluo-8 calcium fluorescence, ACh EC20; 0% = ACh EC20, 100% = maximal ACh; activation, % at 3 µM; actives 0.088% (n = 360,000); AID 588819; in the data active means activation above about 19%, passing the limit was not always enough
CHO parental Ca: counter-screen for OX1R antagonists: effect in parental CHO cells | inhibition, % at 5.6 µM | parental CHO-K1, ATP-induced calcium, Fluo-8 fluorescence | AID 463079 | actives 0.63% (n = 330,000);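 active means inhibition above that plate's mean sample inhibition plus 3 SD, cut at about 26% in these data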;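 further: 0% = ATP-challenged DMSO wells and 100% = DMSO wells without ATP; some compounds past the cut are filed as inactive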
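material = parental CHO cells | also added = ATP as calcium-mobilizing challenge | dosing = single point at 5.6 µM | detection = intracellular calcium via Fluo-8 no-wash fluorescent dye | read-out = % inhibition | benchmarks = low control ATP plus DMSO, high control DMSO only | repeats = one well per compound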
* = called active by the depositor; . = no result given.

1	Cc1ccc(-c2nc3ccc(Br)cn3c2Cc2ccccc2)cc1
2	Cc1nc2ccccc2c(=O)n1/N=C/c1c(O)ccc2oc3c(c12)CCCC3
3	COC(=O)C1=C(C)N(Cc2ccccc2)C(=O)N[C@H]1c1ccco1
4	O=C(O)c1cnn(-c2nc(-c3ccc(Cl)cc3)cs2)c1C(F)(F)F
5	CC(NC(=O)c1ccc(Cl)cc1)C(=O)NC1=NCCS1 (stereo not given)
6	COc1ccc(CNC(=O)CN(C)S(=O)(=O)c2ccc3c(c2)c(=O)n(C)c(=O)n3C)cc1
Assay by compound	1	2	3	4	5	6
CHO-K1 Ca antag	-16.4	-2.0	-1.6	-7.6	-5.2	-4.9
M1 ag	-7.1	-3.9	-3.0	-7.1	-3.9	-2.4
M1 antag	-20.1	-1.8	-0.3	2.6	-4.5	6.0
M4 ag	-0.9	1.0	1.3	-0.8	0.0	1.2
M1 ag parental	-0.6	1.4	2.2	-0.4	-0.1	-0.1
OXTR potentiate	.	-1.1	0.8	-6.2	0.0	-3.1
CHRM4 antagonist	-16.1	2.9	-3.2	19.3	5.7	-0.5
CHRM1 PAM	-1.9	-3.6	1.4	-2.5	9.3	0.1
CHO parental Ca	.	-6.6	0.6	-2.2	-12.5	-24.5

7	Cc1ccc(C(=O)Nc2cccc(S(=O)(=O)N3CCOCC3)c2)cc1[N+](=O)[O-]
8	CCc1nn(C(C)C(=O)NCc2cccc(OC)c2)c(=O)c2cc3occc3n12 (stereo not given)
9	O=C(CCl)Nc1ccccc1C(=O)Nc1ccc2c(c1)OCO2
10	C[C@@H](C(=O)CC(=O)OC(C)(C)C)[C@@H](O)c1c(F)cccc1Cl
11	Cc1cccc(NC(=O)CN2C(=O)N/C(=C\c3ccc(-c4cccc(C(=O)O)c4)o3)C2=O)c1
12	O=C(NCC(c1cccnc1)N1CCN(c2ccc(F)cc2)CC1)C1CCCCC1 (stereo not given)
Assay by compound	7	8	9	10	11	12
CHO-K1 Ca antag	-10.7	-6.9	-5.3	-14.6	-7.8	-8.3
M1 ag	-2.7	-3.2	-3.2	-5.2	-2.5	-2.2
M1 antag	6.4	0.6	-11.9	2.6	-11.7	-10.2
M4 ag	0.9	6.0	1.0	2.4	-0.5	1.0
M1 ag parental	0.0	1.5	1.3	0.3	0.3	0.8
OXTR potentiate	-5.7	-8.6	-0.1	-4.4	-6.8	1.0
CHRM4 antagonist	-7.0	-9.2	-12.8	6.9	18.5	-0.5
CHRM1 PAM	-6.4	-1.7	8.1	-2.0	6.3	13.4
CHO parental Ca	5.3	-12.4	-8.2	-2.0	1.5	-8.5

13	C=CC(C)(O)CCCC(C)CCCC(C)CCCC(C)C (stereo not given)
14	CC1(Cc2cccc(C#N)c2)C(=O)Nc2ccc(-c3cccc(C(F)(F)F)c3)cc21 (stereo not given)
15	O=C(C1CCC(CNc2c(N3CCCC3)c(=O)c2=O)CC1)N1CCc2ccccc21 (stereo not given)
16	CN/S(=N/S(=O)(=O)c1ccccc1)c1ccc(C)cc1 (stereo not given)
17	C=CCN(Cc1ccc(Cl)s1)C(=O)c1cc(S(=O)(=O)N2CCOCC2)ccc1F
18	O=C(CSc1nnc(-c2ccc(O)cc2)o1)Nc1ccccc1Br
Assay by compound	13	14	15	16	17	18
CHO-K1 Ca antag	3.2	-9.6	2.1	-10.9	-9.9	-12.6
M1 ag	-1.7	1.2	-7.3	-2.7	-4.2	6.8
M1 antag	9.3	-21.5	11.2	-28.9	0.1	-4.8
M4 ag	1.4	-0.8	-0.8	-0.2	4.9	1.7
M1 ag parental	0.6	-0.2	-0.5	0.4	1.1	0.5
OXTR potentiate	-5.3	.	-4.5	-3.8	-4.6	-3.2
CHRM4 antagonist	-0.2	-4.1	8.6	1.3	-6.0	-7.2
CHRM1 PAM	-3.5	16.0	6.9	6.1	4.9	14.3
CHO parental Ca	-0.5	.	-22.8	-11.7	-32.4	7.6

19	CCC(CC)NC(=O)C1CCN(S(=O)(=O)c2cccs2)CC1
20	Cc1ccc(Nc2nc3ccccc3c(=O)s2)cc1
21	CCOC(=O)c1nn(-c2ccccc2C)c(=O)c(C#N)c1C
22	COc1ccccc1NS(=O)(=O)c1ccc(O)c(C(=O)OCC(=O)c2ccc(Cl)cc2Cl)c1
23	CCOC(=O)c1c(NC(=O)CCC(=O)O)sc2c1CC(C)(C)OC2
24	CCN(CC)C(=O)c1cccc(NC(=O)c2cc(C3CC3)nc3c2cnn3C(C)C)c1
Assay by compound	19	20	21	22	23	24
CHO-K1 Ca antag	-4.2	-4.2	-14.4	-2.9	-8.7	-6.2
M1 ag	-5.7	-6.7	-4.1	-5.0	3.7	-4.0
M1 antag	-3.5	-11.1	-8.0	21.7	-16.2	2.3
M4 ag	0.3	0.8	-0.1	18.3	0.1	7.9
M1 ag parental	1.2	0.0	0.1	4.9	0.4	1.7
OXTR potentiate	-5.4	-1.5	-10.4	-6.3	-0.9	-1.5
CHRM4 antagonist	3.3	-11.7	-0.7	11.1	-13.5	10.7
CHRM1 PAM	0.1	11.8	10.3	-7.8	16.4	-0.5
CHO parental Ca	2.4	-2.4	1.5	-17.2	-12.3	-36.1

25	CCn1nc(C(=O)Nc2ccc(N3CCOCC3)cc2)c2ccccc2c1=O
26	CN1C(=O)c2ccccc2C(C(=O)NCC2CCCO2)C1c1c[nH]c2ccccc12 (stereo not given)
27	CN(C)CCN(C(=O)CCc1ccccc1)c1nc2c(F)cc(F)cc2s1
28	Cc1ccc(-c2[nH]c3cc(C(=O)NCCCn4ccnc4)ccc3c(=O)c2O)cc1
29	O=C(Nc1cccc([N+](=O)[O-])c1)C1COc2ccccc2O1 (stereo not given)
30	O=C(Nc1ccc(Cl)cc1)N1CCSc2ccccc21
Assay by compound	25	26	27	28	29	30
CHO-K1 Ca antag	-1.7	-1.0	-9.8	0.9	-9.9	0.3
M1 ag	-4.7	-2.4	-4.5	-9.1	-2.8	-5.4
M1 antag	9.0	-3.0	-2.8	-2.0	-19.4	0.4
M4 ag	6.4	3.2	1.0	1.2	3.9	2.3
M1 ag parental	1.4	0.8	0.8	0.1	4.4	0.5
OXTR potentiate	-2.4	-5.0	1.4	-7.9	-1.6	6.2
CHRM4 antagonist	-27.8	0.0	3.4	16.1	-12.6	1.8
CHRM1 PAM	-5.9	2.0	2.7	0.3	11.1	-0.4
CHO parental Ca	-16.8	-11.8	-14.0	-9.6	-14.8	1.4

31	COc1ccc(C2NCCCC2c2ccccc2)cc1 (stereo not given)
32	O=C(NC1CC1)c1ccc(CS(=O)(=O)c2c(Cl)cccc2Cl)o1
33	O=C(O)c1cccc(S(=O)(=O)Nc2ccc([N+](=O)[O-])cc2O)c1
34	COc1ccc(OC)c(NC(=O)C2CC(=O)N(Cc3ccco3)C2)c1 (stereo not given)
35	COc1ccc(S(=O)(=O)Nc2ccc3c(c2)CC(=O)N([C@@H](C)CO)C[C@H](C)[C@@H](CN(C)S(=O)(=O)c2ccc(F)cc2)O3)cc1
36	OC(CNCc1ccccc1Cl)COc1ccc(F)cc1 (stereo not given)
Assay by compound	31	32	33	34	35	36
CHO-K1 Ca antag	2.0	16.8	-11.8	-15.3	-3.5	-13.1
M1 ag	-8.5	-2.3	-0.3	-1.5	-6.1	-2.5
M1 antag	2.8	13.0	-10.4	-9.0	-5.0	-11.6
M4 ag	0.6	0.8	0.1	0.2	1.4	0.6
M1 ag parental	6.0	0.0	-0.1	1.2	0.0	7.4
OXTR potentiate	.	-7.5	2.0	.	-3.9	2.6
CHRM4 antagonist	-1.8	8.9	0.6	4.2	3.1	-6.1
CHRM1 PAM	-4.9	-7.9	12.3	5.2	1.7	6.8
CHO parental Ca	.	-4.8	1.1	.	-15.7	-12.9

Entries from the list above with a CF3 group:
4	O=C(O)c1cnn(-c2nc(-c3ccc(Cl)cc3)cs2)c1C(F)(F)F
14	CC1(Cc2cccc(C#N)c2)C(=O)Nc2ccc(-c3cccc(C(F)(F)F)c3)cc21 (stereo not given)
Assay by compound	4	14
CHO-K1 Ca antag	-7.6	-9.6
M1 ag	-7.1	1.2
M1 antag	2.6	-21.5
M4 ag	-0.8	-0.8
M1 ag parental	-0.4	-0.2
OXTR potentiate	-6.2	.
CHRM4 antagonist	19.3	-4.1
CHRM1 PAM	-2.5	16.0
CHO parental Ca	-2.2	.

Continued.
37	CN(Cc1ccccc1)C(=O)c1csc([C@@H]2O[C@H](CO)[C@H](O)[C@H](O)[C@H]2O)n1
38	CCCNS(=O)(=O)c1ccc(CCC(=O)N2CCN(CC)CC2)cc1
39	O=C(CNC(=O)c1cc2c(s1)CCC2)Nc1ccccc1Br
40	CSc1ncccc1C(=O)N1CCCC(N2CCN(c3ccccc3F)CC2)C1 (stereo not given)
41	Cc1nnc(SCC(=O)Nc2ccccc2F)n1-c1ccc(F)cc1
42	CC(=O)Nc1ccc(NC(=O)CN(c2cc(Cl)ccc2Cl)S(C)(=O)=O)cc1
Assay by compound	37	38	39	40	41	42
CHO-K1 Ca antag	-9.2	-11.3	16.9	-0.7	-14.7	0.5
M1 ag	-0.9	-5.0	-6.2	-3.4	-2.0	-1.4
M1 antag	-13.7	-35.1	-1.4	8.2	-11.7	11.2
M4 ag	0.8	0.7	-0.3	1.4	0.1	10.1
M1 ag parental	0.8	0.8	-0.2	2.9	1.5	4.1
OXTR potentiate	.	-1.2	1.9	-3.7	-15.3	-16.5
CHRM4 antagonist	-12.6	-3.1	-5.4	4.1	-8.9	14.0
CHRM1 PAM	5.6	5.1	2.2	-0.1	5.1	3.3
CHO parental Ca	.	-9.3	-14.4	-9.3	2.6	3.2

43	Cc1ccnc(NC(=O)c2cc(-n3cnnc3)ccc2Cl)c1
44	O=C(c1cncc(Br)c1)N1CCN(S(=O)(=O)c2ccc3ccccc3c2)CC1
45	O=C(NCC(=O)N1CC(O)CC1C(=O)N1CC(O)CC1C(=O)OCc1ccccc1)OCc1ccccc1 (stereo not given)
46	Cc1ccc(C2Nc3ccccc3C(=O)N2CCCN2CCOCC2)cc1 (stereo not given)
47	O=C(COC(=O)/C=C/c1ccccc1[N+](=O)[O-])NCC(F)(F)F
48	COc1ccc(CNC(=O)C2CSCCS2)cc1 (stereo not given)
49	c1ccc(COC2COC3C(OCc4ccccc4)COC23)cc1 (stereo not given)
50	O=[N+]([O-])c1ccc(NCCCO)c(S(=O)(=O)N2CCOCC2)c1
51	O=C1N(c2ccccc2C(F)(F)F)O[C@]1(c1ccccc1)C1CCCCC1
Assay by compound	43	44	45	46	47	48	49	50	51
CHO-K1 Ca antag	-0.3	-28.9	-16.3	0.1	10.0	-5.2	-18.7	-14.3	-25.0
M1 ag	-6.3	-5.1	-0.5	-1.8	-2.8	-1.1	-0.2	-4.9	-0.6
M1 antag	-12.5	-6.6	-14.4	-12.7	-4.1	-10.3	-19.2	-2.3	-5.1
M4 ag	0.7	2.6	0.0	0.8	1.0	0.1	1.2	0.3	1.9
M1 ag parental	1.0	1.2	0.8	1.1	0.3	0.1	0.0	0.9	0.4
OXTR potentiate	-3.3	1.5	-15.1	-7.9	-1.3	-18.1	.	-18.6	-1.0
CHRM4 antagonist	2.0	12.1	1.5	-6.3	-6.2	-4.6	-1.3	-0.4	-10.6
CHRM1 PAM	9.1	-0.1	13.9	14.0	6.5	9.4	6.2	6.7	10.2
CHO parental Ca	-0.1	-21.5	2.8	-31.1	-10.2	-10.8	.	-3.5	-23.5
